PAFAH1B3 inh – blocks human PAF acetylhydrolase 1B catalytic subunit 3; Q15102; AID 492972; 340,000 tested, 0.28% active; inhibition, % at 3.39 µM; recombinant PAFAH1B3, FP-rhodamine probe, fluorescence polarization;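 active means inhibition above the screen-wide average of all tested compounds plus 3 SD, cut at about 25% in these data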;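 further: 0% = enzyme with DMSO only and 100% = wells lacking PAFAH1B3 protein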
Target sequence (Q15102 whole entry, looked up): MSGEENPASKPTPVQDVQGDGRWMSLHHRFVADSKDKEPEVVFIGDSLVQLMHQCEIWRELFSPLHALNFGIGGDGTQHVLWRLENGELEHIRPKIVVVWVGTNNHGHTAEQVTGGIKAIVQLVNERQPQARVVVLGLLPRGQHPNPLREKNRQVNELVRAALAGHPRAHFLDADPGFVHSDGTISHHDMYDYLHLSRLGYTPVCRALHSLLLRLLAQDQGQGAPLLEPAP
PAFAH2 FP inh – inhibitors of human PAFAH2; Q99487; recombinant PAFAH2, FP-rhodamine activity probe, fluorescence polarization; inhibition, % at 3.39 µM; 340,000 tested, 0.99% active;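 active means inhibition above the mean over all tested compounds plus 3 SD, cut at about 30% in these data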;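 further: inhibitors block probe labeling of enzyme so polarization drops; 0% = enzyme with DMSO and 100% = wells lacking PAFAH2 protein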
LYPLA2 counter – LYPLA2 (human) inhibition in PME1 counter-screen; O95372; recombinant LYPLA2, FP-Rh probe fluorescence polarization; inhibition, % at 5.9 µM; 320,000 tested, 0.38% active;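 active means inhibition above the screen-wide mean plus 3 SD, limit set per campaign, cut at about 26% in these data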;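 further: 0% = LYPLA2 with DMSO and 100% = wells lacking LYPLA2 enzyme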
EBNA-1 inhibitor – blocks EBNA-1 binding to DNA; EBNA-1 DNA binding, fluorescence polarization; inhibition, % at 14.8 µM; 300,000 tested, 0.34% active; AID 1950; in the data active means inhibition above about 28%
PREPL inhibitor – human PREPL enzyme inhibition. Q4J6C6. recombinant PREPL, fluorescence polarization activity-based probe. inhibition, % at 5.96 µM. 320,000 tested, 0.68% active. AID 2751; in the data active means inhibition above about 43%;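 further: 0% = enzyme with DMSO and 100% = wells lacking enzyme; many of its hits are not listed in these tables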
Target sequence (Q4J6C6 whole entry, looked up): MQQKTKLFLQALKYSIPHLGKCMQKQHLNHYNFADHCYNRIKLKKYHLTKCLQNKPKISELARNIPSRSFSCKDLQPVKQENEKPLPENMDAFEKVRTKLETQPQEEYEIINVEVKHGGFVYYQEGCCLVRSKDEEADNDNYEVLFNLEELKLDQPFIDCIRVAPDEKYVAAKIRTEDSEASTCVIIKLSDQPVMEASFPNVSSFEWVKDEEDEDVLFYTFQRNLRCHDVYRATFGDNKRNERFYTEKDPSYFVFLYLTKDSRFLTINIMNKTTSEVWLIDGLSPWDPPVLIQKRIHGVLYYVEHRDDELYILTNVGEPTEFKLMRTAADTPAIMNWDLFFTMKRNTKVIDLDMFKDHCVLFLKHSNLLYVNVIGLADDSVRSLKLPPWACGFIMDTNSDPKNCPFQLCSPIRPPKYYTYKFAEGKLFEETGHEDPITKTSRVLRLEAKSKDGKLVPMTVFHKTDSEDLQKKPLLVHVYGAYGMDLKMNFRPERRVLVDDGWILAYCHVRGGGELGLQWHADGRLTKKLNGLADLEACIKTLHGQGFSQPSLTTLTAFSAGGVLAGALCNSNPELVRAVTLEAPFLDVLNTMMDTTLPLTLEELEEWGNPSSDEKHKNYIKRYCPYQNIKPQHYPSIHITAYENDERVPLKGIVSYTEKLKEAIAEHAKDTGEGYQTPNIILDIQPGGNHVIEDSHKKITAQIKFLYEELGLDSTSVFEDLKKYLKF
ZTA counter – counter-screen for EBNA-1 inhibitors: inhibitors of Epstein-Barr virus ZTA | P03206 | ZTA-DNA binding, fluorescence polarization | inhibition, % at 11 µM | 320,000 tested, 0.15% active | AID 2234; in the data active means inhibition above about 33%
pPAFAH inh – inhibitors of human plasma PAF acetylhydrolase (pPAFAH) | AID 463082 | recombinant pPAFAH, FP-rhodamine probe fluorescence polarization | 330,000 tested, 1.5% active | inhibition, % at 3.39 µM;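 active means inhibition above the mean inhibition across the screen plus 3 SD, cut at about 25% in these data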;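 further: inhibitors block binding of the rhodamine activity-based probe so polarization drops; 0% = enzyme with DMSO and 100% = wells lacking pPAFAH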
LYPLA1 counter – blocks human lysophospholipase 1, a PME1 counter-screen | O75608 | recombinant LYPLA1, FP-Rh probe fluorescence polarization | inhibition, % at 5.9 µM | 320,000 tested, 0.16% active;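 active means inhibition above the mean of all tested compounds plus 3 SD, set per campaign, cut at about 14% in these data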;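 further: inhibitors block serine hydrolase probe labeling of LYPLA1 so polarization falls; 0% = enzyme with DMSO and 100% = wells lacking LYPLA1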
PAFAH1B2 FP inh – blocks human PAF acetylhydrolase 1b catalytic subunit 2. inhibition, % at 3.39 µM. AID 492953. P68402. 340,000 tested, 1.2% active. recombinant PAFAH1B2, FP-rhodamine activity probe, fluorescence polarization;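 active means inhibition above the mean of all tested compounds plus 3 SD, cut at about 24% in these data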;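 further: 0% = enzyme with DMSO and 100% = wells lacking PAFAH1B2; many of its hits are not listed in these tables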
An asterisk follows results filed as active; . = not tested or not shown. Some of the compounds tested, so the mix of outcomes need not match the whole.

SMILES	PAFAH1B3 inh	PAFAH2 FP inh	LYPLA2 counter	EBNA-1 inhibitor	PREPL inhibitor	ZTA counter	pPAFAH inh	LYPLA1 counter	PAFAH1B2 FP inh
O=C(Nc1ccc(Cl)cc1)N1CCc2[nH]c3ccccc3c2C1	5.6	4.7	1.8	-8.2	14.6	-29.2	4.6	-2.8	4.3
CC(C)C(c1nnnn1Cc1ccc(F)cc1)N1CCSCC1 (centres undefined)	-0.2	1.8	-0.4	1.1	-3.1	10.1	2.4	-3.6	6.5
CCCCCCCNC(=O)C1(CC2CC(c3cccc(Br)c3)=NO2)CCN(C(=O)C2(C)CC2)CC1 (centres undefined)	2.8	-1.4	-0.8	2.0	2.2	-3.5	10.5	-4.7	7.2
Cc1ccc(C(C)C)c(OCCNCCc2ccccc2)c1	8.1	-3.2	3.5	-6.6	-16.4	-0.6	1.4	2.2	-0.1
CC1CCN(S(=O)(=O)c2cccc(C(=O)N(C)C3CCS(=O)(=O)C3)c2)CC1 (centres undefined)	7.2	-5.1	-2.6	-1.3	2.7	7.3	1.8	-1.6	32.7*
Cc1ccc(C(=O)NC2CCS(=O)(=O)C2)cc1S(=O)(=O)N1CCCCC1 (centres undefined)	11.1	1.6	2.5	-0.4	16.2	-8.8	-1.4	0.8	6.3
CCc1ccc2c(c1)C1(SC(NC(C)=O)=NN1C(C)=O)C(=O)N2CC (centres undefined)	3.3	3.4	0.4	-5.9	14.8	7.3	4.7	-1.3	-1.4
CCOC(=O)c1ccccc1NC(=O)C1CC(=O)N(c2ccccc2)C1 (centres undefined)	3.9	6.2	-1.7	5.1	-2.3	-6.2	0.0	4.3	4.0
CCc1ccc(-n2cc(-c3ccc([N+](=O)[O-])cc3)[nH]c2=S)cc1	-18.4	-5.7	-1.0	7.4	2.6	7.9	-0.5	-1.7	0.0
CC(Sc1nnc(C2CC2)n1C1CC1)C(=O)Nc1cccc(S(=O)(=O)N(C)C)c1 (centres undefined)	7.6	4.7	-3.1	.	3.7	-2.8	-0.1	-1.6	5.6
NS(=O)(=O)c1ccc(NC(=O)COC(=O)CN2C(=O)C3CC=CCC3C2=O)cc1 (centres undefined)	7.0	-0.4	2.0	.	10.4	-14.2	-0.7	-2.1	5.9
Cc1ccc(C)c(NC(=O)c2ccc3nccnc3c2)c1	-2.5	16.7	-0.4	7.6	5.4	-8.9	11.1	0.9	-1.2
Cc1sc2nc(SCC(=O)C(C)(C)C)n(Cc3ccco3)c(=O)c2c1C	2.6	-2.9	-7.9	8.9	-9.6	-10.0	0.2	-4.1	7.1
COc1ccccc1C(=O)NCCC(=O)NCc1cccnc1	8.6	2.3	3.6	.	4.5	13.8	-1.4	-3.0	0.7
Cc1ccc(NC(=O)CSc2n[nH]c(-c3cccnc3)n2)cc1Cl	5.7	-10.9	-1.3	-13.5	-24.6	14.9	-3.1	-3.8	3.4
CCS(=O)(=O)c1nc(S(=O)(=O)c2ccc(Cl)cc2)c(N2CCC3(CC2)OCCO3)s1	-5.4	10.6	2.8	3.8	1.8	7.8	6.3	-1.0	-6.8
CC(Sc1nc(N2CCOCC2)nc(N2CCOCC2)n1)C(=O)Nc1ccccc1 (centres undefined)	12.8	4.2	4.5	-5.0	-6.3	-9.7	0.4	-0.9	-0.7
CC12COC3(C(N)=O)CC1CCC32C (centres undefined)	7.4	-5.2	0.8	5.0	-2.8	18.3	0.5	2.8	-0.5
CCN(CC)c1ccc(Nc2cc3n(c(=O)n2)CCc2cc(OC)c(OC)cc2-3)cc1	6.4	14.5	1.8	10.2	37.8	-0.1	23.6	1.3	16.6
O=C(CC1CCC1)Nc1cccc2c([N+](=O)[O-])cccc12	.	.	4.4	3.0	1.3	-10.4	9.8	-2.2	.
Cc1ccccc1N(C)S(=O)(=O)c1ccc2[nH]cc(C(=O)NCC3CCCO3)c(=O)c2c1 (centres undefined)	3.1	1.3	-4.3	-1.9	-13.4	0.3	11.1	-4.1	-1.7
O=C(COC(=O)Cc1ccc([N+](=O)[O-])cc1)NCc1ccc2c(c1)OCO2	10.4	-0.9	.	.	14.8	.	7.5	.	4.6
Cc1ccc(C(=O)NCC(=O)N2CCCCCC2)cc1	5.6	2.1	0.3	7.6	-7.5	8.2	2.3	0.8	-2.3
O=C(O)C[C@H]1c2ccccc2S(=O)(=O)N1c1ccccc1	4.0	-1.4	1.1	4.1	-9.5	6.2	0.7	0.6	-4.9
O=C(c1ccco1)N1CCN(S(=O)(=O)c2c(Cl)cccc2Cl)CC1	11.5	7.5	6.6	13.2	-1.4	4.5	4.2	-0.1	1.3
CCOC(=O)N1CCC(NC(=O)CN2C(=O)CSc3nc(C)cc(C)c32)CC1	8.2	-1.6	3.3	3.8	14.7	-5.7	3.6	-0.8	4.3
CC(C)CCOc1ccc(C(=O)NNC(=O)CNC(=O)c2ccccc2F)cc1	5.6	-1.8	.	.	19.8	.	4.1	.	4.5
Cc1ccc(C)c(OCCC(=O)NCCc2ccc(S(N)(=O)=O)cc2)c1	1.4	3.2	-0.2	-0.8	2.5	-6.7	-1.9	-3.8	-2.0
CSc1nsc(SC)c1C(=O)NCCNS(=O)(=O)c1ccc(C)cc1	6.8	0.5	0.1	8.1	-1.4	9.9	6.7	-1.6	-0.6
CCOc1ncccc1C(=O)OCC(=O)c1ccccc1Br	-0.9	4.3	-4.3	1.6	20.2	5.0	1.1	-2.6	2.9
CN(C(=O)c1ccc2c(=O)n3c(nc2c1)CCCCC3)c1ccccc1F	5.9	3.6	-3.9	-5.0	2.7	-0.2	0.5	-5.6	0.8
CCOC(=O)[C@@H]1[C@H]2COc3ccccc3[C@@H]2N2C(=O)N(c3ccccc3)C(=O)[C@@]12C	0.0	-1.6	6.8	3.6	-61.9	3.6	-1.7	1.2	-4.6
Cc1ccc(C(=O)CCC(=O)N2CCC(C(N)=O)CC2)s1	-0.4	-5.0	8.7	.	1.9	-6.5	1.7	0.8	0.1
CC(C)(C)c1cc(C(=O)N/N=C/c2ccncc2)n[nH]1	3.7	6.1	2.3	3.0	-3.2	6.3	0.0	1.6	3.3
CCCCN(C(=O)c1ccc(N2CCCC2=O)cc1)c1c(N)n(Cc2ccccc2)c(=O)[nH]c1=O	5.0	2.7	0.4	-3.0	4.4	-4.3	-2.1	2.2	2.1
CCCCOC(=O)c1nc[nH]c1C(=O)OCCCC	6.8	1.2	-5.7	-4.6	7.9	13.1	0.5	-1.1	3.4

Compound profiles, as listed above. Screens in order: PAFAH1B3 inh	PAFAH2 FP inh	LYPLA2 counter	EBNA-1 inhibitor	PREPL inhibitor	ZTA counter	pPAFAH inh	LYPLA1 counter	PAFAH1B2 FP inh
Shown for O=C(Nc1ccc(Cl)cc1)N1CCc2[nH]c3ccccc3c2C1 → 5.6	4.7	1.8	-8.2	14.6	-29.2	4.6	-2.8	4.3
Shown for Cc1ccc(C)c(OCCC(=O)NCCc2ccc(S(N)(=O)=O)cc2)c1 → 1.4	3.2	-0.2	-0.8	2.5	-6.7	-1.9	-3.8	-2.0
Shown for O=C(COC(=O)Cc1ccc([N+](=O)[O-])cc1)NCc1ccc2c(c1)OCO2 → 10.4	-0.9	.	.	14.8	.	7.5	.	4.6

(listing goes on)
SMILES	PAFAH1B3 inh	PAFAH2 FP inh	LYPLA2 counter	EBNA-1 inhibitor	PREPL inhibitor	ZTA counter	pPAFAH inh	LYPLA1 counter	PAFAH1B2 FP inh
COc1cc(/C=C(/C#N)c2nc3ccccc3c(=O)[nH]2)ccc1O	-5.7	-5.9	-6.8	3.8	4.8	19.6	7.2	-2.6	5.0
CCN1CCN(Cc2nc3c(c(=O)[nH]c(=O)n3C)n2Cc2ccccc2Cl)CC1	13.1	2.9	2.4	-4.6	-16.0	4.7	-5.3	-4.1	8.6
COc1ccc(N2CCN(C(=O)CSc3nnnn3-c3ccc4c(c3)OCCO4)CC2)cc1	-2.8	3.5	18.7	-7.7	3.2	3.7	0.3	1.0	1.4
Cc1nnc(N(C)C(=O)c2ccc3c(c2)OCO3)s1	5.4	-10.9	-0.9	-1.3	-11.3	-10.6	3.4	-2.9	3.3
CCOCCn1c(N2CCN(c3ccc(OC)cc3)CC2)nc2c1c(=O)n(C)c(=O)n2C	6.8	2.3	-2.3	0.0	28.8	-16.7	1.2	4.5	-0.6
COC(=O)N/N=C/c1ccc(-c2ccc(C)c(Cl)c2)o1	0.9	3.4	-10.1	2.1	8.1	-6.8	4.0	1.7	-1.9
C=CCNC(=O)/C(=C\c1ccc(Br)cc1)NC(=O)c1ccccc1OC	8.0	3.1	4.9	-4.0	-2.6	-17.1	1.7	2.0	-4.7
COc1ccc(C(=O)C(C)[n+]2ccc(-c3nnc4n3CCCCC4)cc2)cc1 (centres undefined)	.	.	0.7	-7.0	-4.4	-4.1	9.5	1.2	.
COCc1cc(C)[nH]c(=O)c1C(=O)NC12CC3CC(CC(C3)C1)C2	9.5	-0.2	5.4	8.0	13.6	7.7	-0.9	-0.6	6.1
COc1cc(-c2cc(C(=O)Nc3ccc(N4CCOCC4)cc3)c3ccccc3n2)cc(OC)c1OC	-2.3	0.6	3.6	4.1	2.4	-17.2	5.4	-1.6	1.4
COc1ccc(Cl)cc1C(=O)NNC(=S)NC(=O)c1ccc(F)c(F)c1	12.7	3.0	-0.7	0.6	-5.0	-8.9	1.3	-2.2	1.3
C[n+]1ccccc1COc1ccc(C(C)(C)C)cc1	1.3	-1.0	-0.4	0.8	5.5	-2.6	-8.9	-0.6	2.7
O=C(CCCc1c[nH]c2ccccc12)NCc1ccc2c(c1)OCO2	3.0	4.0	-5.7	-4.8	-1.2	-2.4	7.9	0.0	3.8
CCCCN(C(=O)c1ccc([N+](=O)[O-])o1)c1c(N)n(CCCC)c(=O)[nH]c1=O	2.3	3.0	2.0	-8.3	-5.6	-11.1	1.3	0.6	1.8
CC(C)C(=O)Nc1cccc(NC(=O)c2cccc([N+](=O)[O-])c2)c1	-2.6	-5.3	1.1	-3.0	0.5	7.5	1.5	0.4	5.3
COC(=O)c1sccc1NC(=O)c1ccccc1[N+](=O)[O-]	8.9	6.3	10.4	2.7	0.0	-23.8	5.4	-1.6	0.3
CCOC(=O)c1ccc2nc(CCC(=O)N[C@H](C(=O)OC)C(C)C)c(=O)n(CC)c2c1	1.0	-4.6	-12.7	-6.4	-7.3	-12.3	-3.2	-4.2	-8.9
C/C(=N\Nc1nc2ccccc2[nH]1)c1ccc(N2CCOCC2)cc1	3.7	1.3	2.6	-9.7	10.3	-6.3	4.3	3.3	1.7
CCOC(=O)N1CCN(S(=O)(=O)c2ccc(F)c(C(=O)Nc3ccc(C)c(Cl)c3)c2)CC1	-5.1	-3.7	3.6	-9.3	12.7	-6.5	-12.3	-19.8	-8.4
Cc1ccc(C(=O)OCC(=O)Nc2sc3c(c2C#N)CCC3)cc1	-3.3	5.3	-9.6	-5.4	2.6	3.1	0.8	-0.9	-1.1
c1cc(-c2nnn(CCOCCn3nnc(-c4ccncc4)n3)n2)ccn1	8.2	4.0	-4.3	-1.6	-5.2	-5.4	3.4	1.2	2.5
O=[N+]([O-])c1cccc(/C=N/n2cnnc2)c1O	8.4	2.5	-1.5	-0.9	1.3	9.2	-0.2	-0.1	0.1
S=c1[nH]nc(-c2ccccn2)n1/N=C/c1ccc(-c2ccccc2Cl)o1	7.8	2.5	9.0	0.2	17.7	19.7	4.5	3.3	3.7
Cc1ccc(CC(=O)Nc2nncs2)cc1	16.0	-0.3	0.9	-1.7	-15.4	18.4	4.2	0.4	1.9
COc1nc(-c2ccccc2)ncc1S(=O)(=O)c1ccccc1	4.8	0.2	3.0	4.8	14.1	10.2	0.2	-3.2	-0.8
CCN(CCCNC(=O)CSc1cc(=O)n(C)c2cc(Cl)ccc12)Cc1ccccc1	-5.2	7.2	-3.0	-8.8	2.4	-8.9	-2.0	-3.6	-3.3
